High-throughput results from PubChem.
D2 antagonist = D2 dopamine receptor (human) antagonism. AID 485344. hit rate 2% among 340,000. HEK293 TREx D2 cells, calcium flux, dopamine EC80. inhibition, % at 10 µM; in the data active = inhibition above about 30%; note: 0% is about no effect
Target sequence (P14416 whole entry, looked up): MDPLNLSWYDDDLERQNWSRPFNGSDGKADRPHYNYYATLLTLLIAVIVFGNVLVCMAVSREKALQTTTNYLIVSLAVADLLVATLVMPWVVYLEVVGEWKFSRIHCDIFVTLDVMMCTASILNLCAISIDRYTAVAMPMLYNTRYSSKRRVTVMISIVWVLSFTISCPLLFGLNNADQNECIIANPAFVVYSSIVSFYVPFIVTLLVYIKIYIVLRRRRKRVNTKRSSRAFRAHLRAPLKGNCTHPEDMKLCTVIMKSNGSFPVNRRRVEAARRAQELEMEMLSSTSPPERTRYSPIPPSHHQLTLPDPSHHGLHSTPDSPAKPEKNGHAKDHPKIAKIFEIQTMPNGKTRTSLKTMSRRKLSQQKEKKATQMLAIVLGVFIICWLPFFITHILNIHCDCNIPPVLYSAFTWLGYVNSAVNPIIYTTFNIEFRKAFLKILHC
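Calcium flux kinetic readout in an inducible HEK293 TREx D2 line plated overnight at 30 C. After 180 s compound exposure, an EC80 dopamine challenge follows with another 180 s kinetic read to detect antagonism.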
D2 ag = activates the human D2 dopamine receptor. HEK293 T-REx D2 cells, calcium flux agonist mode. activation, % at 2 µM. hit rate 0.53% among 340,000. AID 485358;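 active = activation over 3 SD above normal in the single-dose calcium agonist read, cut at about 30% in these data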; note: 0% is about no effect
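Calcium-flux readout, 1 cycle/sec over 180 s following compound pin transfer, in inducible HEK293 Trex D2 cells (force-coupled); dopamine controls included. Positive calcium responses during this window marked compounds as potential agonists.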
12-LOX inh = blocks human arachidonate 12S-lipoxygenase; Potency, µM (highest dose often 108 µM), for the others: top-dose activity change, negative = inhibition, actives largely listed as inhibitors; hit rate 1.1% among 580,000; P18054; AID 1671190; purified 12hLO, xylenol orange hydroperoxide absorbance; note: potency is the fitted concentration of half-maximal effect; % is set by controls: 0 for no effect and ±100 for the full control effect
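Hydroperoxide product was detected by ferrous iron/xylenol orange as the 573 to 405 nm absorbance ratio. Arachidonic acid at 40 uM (final) was turned over for 30 min at room temperature by 150 nM human 12hLO, pH 7.0 Hepes buffer, after 15 min compound preincubation.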
Vif-APOBEC3F blk = Vif-A3F binding inhibition. hit rate 0.2% among 390,000. HeLa A3F-eYFP + Vif (tagged APOBEC3F with the HIV-1 protein that degrades it), YFP fluorescence increase. Potency, µM (titrated, usually from 46.1 µM), inactives show top-dose activity, negative = active; note: potency is the fitted concentration of half-maximal effect; % of control where 0% means no effect; nearly all actives have a fitted effect of over 65% in size
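HeLa cells stably expressing Vif plus C-terminally eYFP-tagged A3F were seeded, incubated overnight at 37 deg C, dosed with compound, incubated overnight again at 37 deg C. Yellow fluorescence (Ex 488/Em 500-530) reported blocked Vif-mediated A3F-eYFP degradation.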
Glioma ERSR ind = induces the endoplasmic reticulum stress response in human glioma cells | U87-MG GRP78 promoter luciferase reporter, 16 h | Potency, µM, for the others: at the top dose activation, usual class: activators | hit rate 0.02% among 420,000 | AID 602332; note: potency is the fitted concentration of half-maximal effect; series mostly up to about 76 µM; % of control where 0% means no effect; nearly all actives have a fitted effect of over 35% in size
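ERSR induction read as luciferase luminescence (Bright-Glo, 10 min at room temperature) in stably transfected human U87-MG glioma cells exposed to compounds for 16 h, using GRP78 as sensor.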
ERG Ets-DNA blk = blocks human ERG Ets domain binding to DNA | hit rate 0.028% among 370,000 | fluorescence polarization, His-ERG Ets domain / labelled DNA | Potency, µM (doses to about 76.9 µM), for inactives: at the highest dose FP activity, negative = inhibition, hits mostly inhibitors | AID 624246; active = well fitted inhibition curve with a large enough effect in the polarisation, with a control signal flat; inconclusive = small, poorly fitted or top-dose-only effect, or effect the other way, or a change in a side signal; inactive = no such curve, though single readings can be large or run the other way; the % refers to the polarisation;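 note: polarization taken with two DNA probes labelled with fluorescein and Texas red; potency is the fitted concentration of half-maximal effect; % of control where 0% means no effect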
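His-tagged ERG Ets domain (1 uM in the protein solution; 300mM KCl, 50mM Tris-HCl, 1mM EDTA, 1mM DTT, pH 7.5) received compound, then a probe mix of 5 nM fluorescein-DNA and 100nM Texas-615-DNA. Fluorescence polarization was read for both dyes.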
LDHA block = inhibitors of human lactate dehydrogenase A. P00338. activity change, % (values are at about 110 or 230 µM). purified LDHA, NADH/diaphorase-resazurin fluorescence; stronger effect = lower value. hit rate 0.15% among 480,000. AID 1347041; in the data active = activity change below about -30%; inconclusive = mostly about -25% to -30%;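 note: plate controls were DMSO wells for no effect and wells without enzyme for full effect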
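LDH5 2 nM; NADH 0.06 mM, pyruvate 0.2 mM; 200 mM Tris pH 7.4, EDTA, Tween-20; 5 min RT. Detection: diaphorase 0.133 mg/mL + resazurin 37 µM, fluorescence ex540/em590 at 0 and 20 min; normalized to enzyme-free and DMSO wells.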
Vif-APOBEC3G blk = inhibitors of Vif-APOBEC3G interaction. Potency, µM (titrated, usually from 46.1 µM), without a hit: top-dose activity, negative = active, hits mostly inhibitors. Q9HC16. hit rate 0.076% among 410,000. AID 602310. HeLa A3G-eYFP + Vif (tagged APOBEC3G with the HIV-1 protein that degrades it), YFP fluorescence, overnight;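 note: potency is the fitted concentration of half-maximal effect; % is set by controls: 0 for no effect and ±100 for the full control effect; nearly all actives have a fitted effect of over 60% in size; hits raise eYFP signal because A3G escapes Vif-driven loss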
Target sequence (Q9HC16 whole entry, looked up): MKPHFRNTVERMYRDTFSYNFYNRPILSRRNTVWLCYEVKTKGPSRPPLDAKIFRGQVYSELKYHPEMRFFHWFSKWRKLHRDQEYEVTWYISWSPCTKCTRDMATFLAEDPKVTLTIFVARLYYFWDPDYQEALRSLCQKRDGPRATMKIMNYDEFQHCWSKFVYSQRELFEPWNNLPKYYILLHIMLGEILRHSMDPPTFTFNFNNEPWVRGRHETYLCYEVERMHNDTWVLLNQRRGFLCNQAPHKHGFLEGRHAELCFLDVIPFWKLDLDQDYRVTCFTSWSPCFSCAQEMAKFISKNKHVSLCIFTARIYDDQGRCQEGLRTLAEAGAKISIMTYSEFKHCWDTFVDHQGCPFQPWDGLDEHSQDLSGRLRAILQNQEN
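HeLa cells stably expressing Vif and C-terminally eYFP-tagged A3G, seeded overnight at 37 deg C, then exposed to compound by pintool overnight at 37 deg C. Rise in yellow fluorescence (Ex 488/Em 500-530, Acumen) marks blocked Vif-driven A3G degradation.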
RGS4 inh = inhibitors of human regulator of G protein signaling 4; Potency, µM (doses to about 114 µM), for inactives: at the highest dose activity change, negative = inhibition, hits mostly inhibitors; Transcreener GDP fluorescence polarization, RGS4-accelerated GTP hydrolysis; AID 504845; P49798; hit rate 0.039% among 390,000; note: potency is the fitted concentration of half-maximal effect; % is set by controls: 0 for no effect and ±100 for the full control effect; nearly all actives have a fitted effect of over 75% in size; some results filed as inactive show a strong effect at the top dose
Target sequence (P49798 whole entry, looked up): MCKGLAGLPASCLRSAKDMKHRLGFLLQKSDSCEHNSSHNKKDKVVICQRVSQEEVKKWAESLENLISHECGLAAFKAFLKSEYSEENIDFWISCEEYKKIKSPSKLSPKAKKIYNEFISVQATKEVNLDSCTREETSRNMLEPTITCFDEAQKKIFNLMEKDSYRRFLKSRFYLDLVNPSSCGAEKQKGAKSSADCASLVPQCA
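MLSMR compounds (23 nl, pin-transferred) preincubated 10 min at room temperature with a 500nM (2x) first reagent, then RGS4 at 900nM (2x) plus Transcreener GDP mix added; fluorescence polarization (620/688 nm) read before and after 90 min at 30 °C.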
Numbers without * were called inactive; ? = inconclusive; / = not tested or not shown; & = joins results of further samples; [ ] = another dose, or the depositor's remark. Unless noted, calls come from the whole dose curve; as a rule, active = well fitted curve in the direction sought with a large enough effect; inconclusive = small, poorly fitted or top-dose-only effect, or another doubt; inactive = no such curve, though single readings can be large; an effect the other way counts as inactive or inconclusive.

SMILES	D2 antagonist	D2 ag	12-LOX inh	Vif-APOBEC3F blk	Glioma ERSR ind	ERG Ets-DNA blk	LDHA block	Vif-APOBEC3G blk	RGS4 inh
CSCc1cc(N(C)C)nc(SCc2ccc(Cl)c(Cl)c2)n1	11.2	0.6	?	1.0%	-1.9%	/	0.1	1.0%	-8.9%
CC(=O)c1cc(C#N)c(SCc2ccccn2)nc1C	-1.5	0.9	?	-6.4%	4.9%	1.7%	-9.3	-1.3%	-9.8%
COc1cc2c(c(OC)c1OC)C(=O)CO2	/	/	-1.6%	-2.4%	-2.2%	3.4%	-5.0	0.0%	-11.9%
CCOC(=O)c1ccc2c(c1)nc(SCc1cn3ccsc3n1)n2CC	-6.0	2.2	115.5%[activator]	/	-2.0%	-8.4%	0.5	-3.4%	-11.2%
COC(=O)Nc1ccc2c(c1)N(C(=O)CCN(C)C)c1ccccc1CC2	-1.1	0.1	?	-9.2%	-0.8%	1.0%	1.4	-1.5%	18.5%
Cc1cccc(-n2c(CNC(=O)c3cccc(F)c3)nnc2SCC(=O)Nc2ccccc2F)c1	/	0.3	-7.8%	-0.4%	-2.8%	5.4%	-6.1	-0.7%	-0.3%
CCOc1ccc(OCC(=O)Nc2nccs2)cc1	2.3	-0.7	/	2.0%	-14.1%	11.7%	2.1	-11.7%	-27.2%
Cc1cccc(Nc2nc(NCc3ccco3)c3ccccc3n2)c1	-9.5	0.3	?	-7.8%	-13.6%	-9.0%	-3.9	-5.1%	-11.9%
O=C(Nc1ccncc1)Nc1cccc(C(F)(F)F)c1	8.9	0.9	-6.4%	0.0%	-0.6%	10.8%	-4.6	-0.6%	15.0%
COC(=O)C1=NN(C(=O)c2ccc(C)cc2)C(O)(c2ccc(Cl)cc2)C1 (stereo not given)	-8.8	2.8	/	?	-2.7%	/	-0.5	-24.4%	8.0%
O=C(CCc1nnc(COc2ccccc2)o1)NC1(c2ccccc2)CC1	11.1	0.0	2.1%	0.1%	-2.7%	-10.7%	-2.8	-2.2%	7.6%
COc1cccc(C(=O)N2CCCC(c3nc(-c4cccs4)no3)C2)c1 (stereo not given)	29.8	1.3	23.8%	9.5%	7.7%	-12.1%	-0.4	-0.6%	-38.1%
Cc1cccc(N(CC(=O)NC(C)(C)C)C(=O)CNC(=O)c2cccs2)c1	-7.3	0.0	-1.2%	0.3%	-3.6%	-4.2%	-0.7	9.7%	-6.6%
COc1ccc(C)cc1NC(=O)C1CCC(CNS(=O)(=O)c2ccc3c(c2)CCCC(=O)N3)CC1 (stereo not given)	/	-0.3	-22.4%	-0.5%	-0.2%	-0.2%	-3.1	1.1%	-21.3%
CCN(CC(=O)Nc1ccc2c(c1)OCCO2)C(=O)c1ccc([N+](=O)[O-])s1	14.0	0.2	-12.2%	4.0%	-2.9%	3.5%	2.5	0.9%	-37.9%
COc1ccc(NC(=O)c2cc3c(Cl)nc4ccccc4c3s2)c(OC)c1	17.6	1.9	1.3%	4.0%	-8.1%	-5.2%	-10.4	-4.9%	16.0%
CCCCNC(=S)N(C)/N=C/c1c(F)c(F)c(F)c(F)c1F	3.6	-0.9	-21.0%	1.3%	1.1%	3.0%	-0.1	-1.6%	-5.9%
CN(Cc1cn[nH]c1-c1ccc2c(c1)OCO2)C1CCOCC1	-1.4	0.9	10.9%	-0.1%	-5.5%	2.2%	-4.3	-5.5%	13.6%
COc1ccc(NC(=O)Cn2c(=O)n(-c3ccc(Cl)cc3)c(=O)c3c(C)c(C(=O)N(C)C)sc32)cc1Cl	/	0.5	-13.7%	-2.7%	-4.1%	6.6%	2.3	6.1%	-1.8%
COc1cc2c(cc1NC(=O)C(C)OC(=O)/C=C/c1ccc(OC(F)F)cc1)oc1ccccc12 (stereo not given)	-4.1	0.9	-5.3%	15.8%	12.3%	-7.9%	-9.2	2.4%	36.0%
CCCOC(=O)c1ccc(NC(=O)CCC(=O)OCC)cc1	3.9	-0.5	?	-2.7%	1.9%	-2.6%	-0.4	-1.3%	-28.4%
CN1CCN(/N=C/c2nc(-c3cccc([N+](=O)[O-])c3)n3ccccc23)CC1	6.6	-0.2	-14.6%	-11.6%	1.6%	2.2%	12.1	0.6%	-23.4%
CCOC(=O)Nc1ccc2c(COC(=O)c3ccccc3O)cc(=O)oc2c1	/	/	-2.9%	-0.9%	-0.4%	13.8%	-5.6	-12.3%	-0.7%
COc1cc2c(cc1OC)C(c1c(Cl)cccc1Cl)=NCC2	/	/	-5.7%	/	-0.8%	/	-0.7	-9.6%	/
Cc1ccc(OCCC(=O)OCC(=O)NC2CCCCC2)cc1	/	/	-8.1%	-7.7%	-1.7%	/	0.8	-0.1%	/
Cc1ccc(CN2C(=O)CN(C3CCCCCC3)C(=O)C2c2ccc(F)cc2)cc1 (stereo not given)	/	/	-24.6%	-4.9%	-1.9%	-1.2%	-4.3	1.6%	7.6%
COc1ccc(C(=O)N(Cc2cccs2)C2CCS(=O)(=O)C2)cc1 (stereo not given)	6.9	0.6	1.5%	-0.5%	-0.1%	2.1%	-12.5	1.2%	13.2%
COC(=O)c1c(F)c(F)c(N2CCOCC2)c(F)c1F	-3.3	0.7	2.3%	-8.0%	-0.7%	0.2%	-7.4	0.6%	-10.4%
CCOc1cc(/C=N\NC(=O)Cc2ccccc2)ccc1OCC(=O)Nc1ccc(C)c(C)c1	9.7	-0.2	0.0%	?	5.3%	3.2%	-7.8	-30.1%	-0.7%
O=C(c1ccc(F)cc1)N1CCN(C2CCC(c3ccccc3)CC2)CC1 (stereo not given)	-5.1	-1.4	?	0.4%	-2.1%	-21.7%	-7.5	2.9%	-4.8%
COc1ccc(Cl)cc1S(=O)(=O)n1ccnc1C(C)C	/	/	/	-4.7%	-4.6%	-0.1%	-2.8	2.0%	12.8%
O=C(Nc1nnc(-c2ccc(F)cc2)s1)c1c(F)cccc1Cl	6.6	-0.3	34.0%[activator]	-11.5%	3.6%	0.3%	-16.4	0.1%	27.9%
COc1ccc(Nc2nc(Cl)nc(NCCO)n2)cc1	-28.4	0.2	-21.7%	2.0%	-0.6%	-6.4%	-3.1	-3.7%	15.9%
C=C(C)C(=O)Nc1cccc(C(C)=O)c1	-13.0	0.3	-14.2%	7.0%	-3.8%	-3.5%	-0.3	0.7%	-16.0%
CN(C)C(CNC(=O)c1ccc(NC(=O)CC#N)cc1)c1ccccc1 (stereo not given)	8.5	1.5	-4.2%	-9.0%	-5.5%	4.3%	-6.2	-0.8%	-30.0%
CNC(=S)N(CCc1c(C)[nH]c2ccc(OC)cc12)Cc1ccco1	12.2	-0.1	77.9%[activator]	-9.2%	-3.2%	-6.0%	0.7	2.0%	-34.0%
O=C(NNC1=Nc2ccccc2SC1)c1ccccc1F	-11.5	-0.2	173.0%[activator]	-23.7%	2.6%	36.4%[activator]	1.9	1.7%	-35.0%
CC1CCCCN1CCCNC(=O)CN1C(=O)CSc2ccc(S(=O)(=O)N3CCOCC3)cc21 (stereo not given)	-6.1	0.5&0.0	-1.5%&-13.8%	4.2%&-19.9%	-1.6%&-0.9%	-0.1%&5.2%	-7.3&-4.1	4.8%&5.9%	0.3%&22.9%
COc1ccccc1C(C(=O)NC1CCCC1)N(C(=O)c1csnn1)C1CC1 (stereo not given)	9.0	1.1	0.1%	10.7%	0.0%	7.6%	-3.5	0.4%	3.7%
Cc1c(C)n(C(=O)CSc2nncn2C)c2ccccc12	8.6	/	-4.3%	0.7%	-2.3%	-24.1%	-6.5	-2.9%	-1.4%
C/C(Cn1nnc([N+](=O)[O-])n1)=N\NC(=O)c1cccc(Cl)c1	2.5	0.5	-5.7%	-2.0%	1.8%	/	34.7	-5.7%	14.8%
C=CCNc1nc(C2(C)CC3(CC(C)OC3=O)C(=O)O2)cs1 (stereo not given)	6.6	0.4	-7.5%	-2.7%	-4.6%	-7.2%	-6.2	1.4%	-0.3%[56.9 µM]
C[C@H](CO)N1C[C@H](C)[C@@H](CN(C)Cc2ccc(Cl)c(Cl)c2)Oc2ccc(NC(=O)Cn3cnnn3)cc2C1=O	/	/	-6.3%	2.0%	-2.9%	-12.1%	1.2	1.6%	10.6%
CC1(C(=O)NS(=O)(=O)c2ccccc2)CCN1C(=O)c1ccc(C2CCCCC2)cc1 (stereo not given)	/	/	-5.8%	/	-1.3%	/	-8.0	-0.8%	/
COc1ccccc1CN1CCNC(=O)C1CC(=O)N(C)Cc1nc(C)cs1 (stereo not given)	-19.2	0.9	?	5.3%	-2.5%	2.0%	1.0	-2.0%	-1.0%
CCCc1nc2oc3ccccc3c(=O)c2c(=O)n1-c1ccccc1	-2.4	0.8	44.5%[activator]	8.4%	-2.1%	-2.6%	4.5	-5.1%	1.1%
COc1ccccc1OCC(O)CO (stereo not given)	-1.2	6.0	-6.7%[22.9 µM]	1.6%	4.3%&1.9%	10.1%	-1.7	-1.7%	9.2%
COCCNC(=O)c1ccc(N2CC3CC(C2)c2cccc(=O)n2C3)c(NC(=O)c2ccccc2Cl)c1 (stereo not given)	/	/	-3.4%	-7.9%	-8.8%	/	-4.4	0.8%	/
CCOc1ccccc1-c1nnc(SCC(=O)Nc2ccccc2)o1	3.0	-0.6	10.8%	0.2%	-4.3%	-6.1%	0.8	-0.5%	-30.1%

Not all compounds are listed; count on the stated rates, not on these rows.
